mHTT CaM bind – inhibitors of human mutant huntingtin-calmodulin interaction; P42858; AlphaScreen His-mHTT/GST-CaM binding, luminescence; inhibition, % at 15 µM; 190,000 tested, 3.6% active; AID 1671202;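 further: 0% = both proteins with DMSO and 100% = one protein alone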
Pf apPOL block – Pf-apPOL DNA polymerase inhibition; Recombinant Pf-apPOL, molecular beacon fluorescence, 1.5 h; inhibition, % at 10 µM; 210,000 tested, 0.25% active; AID 1794808
Starred values were filed as active, the others as inactive; i = inactive; / = no result given; & = joins results of further samples. No stated cut-off is given here; in the data, active means inhibition above about 50%; inactive means the rest.

compound	mHTT CaM bind	Pf apPOL block
Cc1ccc(C2NC(=O)Nc3c2c(=O)n(C)c(=O)n3C)s1 (stereo not drawn)	-7.5	-2.0
CCC(=O)N1CCCN(C2=NS(=O)(=O)C(c3ccc(F)cc3)=C2C)CC1	-7.2	-6.4
CCN(CCNC(=O)c1csc2c1CCCC2)c1ccccc1	0.8	-3.0
Cc1cc(NC(=O)COc2ccccc2)no1	-5.3	-1.9
CCn1nccc1C(=O)Nc1nc2c(s1)CN(S(=O)(=O)c1ccc(C)cc1)CC2	10.2	-3.8
Cc1cc(C)c(S(=O)(=O)Nc2ccc3oc4c(c3c2)C(=O)CCC4)c(C)c1	-5.0	-6.9
COCCNC(=O)N(C)C1CCN(c2nccnc2OC)C1 (stereo not drawn)	-1.6	-3.2
N#Cc1cc2nc3c(nc2cc1C#N)-c1ccccc1C3=O	-4.0	-3.8
C[C@H]1[C@@H](OC(=O)NCc2ccccc2)CC[C@@]23CCCN2C(=O)CCC[C@@H]13	1.6	-0.1
O=C(NC(Nc1ccc([N+](=O)[O-])cc1)C(Cl)(Cl)Cl)c1cccs1 (stereo not drawn)	34.0	-0.5
CCOCCCNC(=O)C1CCN(c2nc3ccc(CC)cc3s2)CC1	24.0	6.3
CCCNC(=O)C12CC3(C)CC(C)(CC(C)(C3)C1)C2	-7.6	-5.0
COc1cc(Br)c(/C=C2/C(=O)N(c3ccc(C(=O)O)cc3)N=C2C)cc1OC	4.0	23.0
CC(C)(C)n1nc2c(c1NC(=O)Cc1ccc(F)cc1)CS(=O)(=O)C2	2.0	-10.0
N#Cc1nc(-c2ccccc2)oc1NCc1ccccc1	24.0	-0.3
O=S(=O)(c1cccc2c(S(=O)(=O)N3CCCCC3)cccc12)N1CCCCC1	-16.6	0.4
CCc1ccc(NC(=O)N2CCCC(C)(C(=O)NCc3ccccc3)C2)cc1 (stereo not drawn)	2.0	-0.4
CCCOc1nccnc1NC1CCN(C(=O)c2cccs2)CC1	11.2	-2.9
CN(C(=O)COc1ccc(Oc2ccccc2)cc1)C1CCS(=O)(=O)C1 (stereo not drawn)	/	-11.2
O=C(CSc1nc2c(c(=O)n1-c1ccccc1)SCC2)NCc1ccccc1	-2.0	-1.8

Later entries:
compound	mHTT CaM bind	Pf apPOL block
O=C(O)c1cc(N2C(=O)C3C4C=CC(CC4)C3C2=O)ccc1Cl (stereo not drawn)	-4.0	-0.6
O=C(Nc1ccc2oc(-c3ccncc3)nc2c1)c1cccs1	1.0	0.9
COc1ccc(Br)cc1CN1CCCC(C(=O)N2CCCC2)C1 (stereo not drawn)	3.9	-0.4
COc1cc(/C=C2\C(C)=C([N+](=O)[O-])CS2(=O)=O)ccc1O	86.7*	-1.2
COc1ccc(-c2noc(COc3ccc(Br)cc3Cl)n2)cc1	-10.0	-2.8
CCN1CCN(C(=O)c2cccc(-c3nc(-c4ccc(F)cc4)no3)c2)CC1	-10.6	-2.1
COc1cc(C=Nc2ccc(N(C)C(C)=O)cc2)cc(OC)c1OC	-3.0	-3.0
CSc1ccc(/C=C2N=C(/C=C/c3ccccc3)OC\2=O)cc1	9.0	4.4
Cc1ccc([N+](=O)[O-])cc1N=Cc1cccc([N+](=O)[O-])c1	-4.0	-6.1
NC(=O)c1cc2cc(Br)ccc2oc1=Nc1cc(F)ccc1F	5.0	-2.7
CC(C)CN(C)C(=O)c1ccc(-c2ccc3c(c2)OCO3)s1	-6.7	-8.1
CCN(C(=O)c1ccc(SC)cc1OC)c1ccccc1	-1.0	-7.9
CS(=O)(=O)C(C#N)=CN=S(C)(=O)c1ccsc1 (stereo not drawn)	/	-3.1
CC(=O)N(C1=C(N2CCOCC2)C(=O)c2ccccc2C1=O)C(C)C	12.4	-3.2
CC(=O)OC1COC(C#N)C(OC(C)=O)C1OC(C)=O (stereo not drawn)	-7.2	/
CC(C(=O)N1CCCN(Cc2noc(-c3ccccc3)n2)CC1)c1ccccc1 (stereo not drawn)	13.9	-3.7
O=c1cn[nH]c(=S)n1/N=C/c1cc(Br)c(O)c(Br)c1	i	/
Cc1cccc(NC(=O)C2CCCN(C(=O)c3cccc(C)c3)C2)c1 (stereo not drawn)	30.9	-5.3
CCc1nc2cc(-c3noc(-c4cncc(Br)c4)n3)ccc2o1	-6.7	5.2
O=CNC(Cc1ccc(O)c([N+](=O)[O-])c1)C(=O)O (stereo not drawn)	0.3	-1.3

Carrying on:
compound	mHTT CaM bind	Pf apPOL block
O=C(NCCc1ccccc1)c1ccc(-n2nc(N3CCCC3)ccc2=O)cc1	16.8	-0.2
O=C(NCc1ccc2c(c1)OCO2)c1cc2n(n1)C(C(F)(F)F)CC(c1ccc(Cl)cc1)N2 (stereo not drawn)	12.0	-3.2
CC(C)c1ccc(C=C2Oc3cc(OC(=O)c4ccco4)ccc3C2=O)cc1	20.4	-1.1
O=C1NC(=O)/C(=C\c2ccc(-c3cccc(C(=O)O)c3)o2)S1	13.0	-3.3
Cc1ccsc1/C=C1\N=C(c2ccc(F)cc2)OC1=O	18.0	-4.3
CCCC1CCC2(CCCN2CCOC(=O)Nc2ccccc2C)CC1 (stereo not drawn)	9.8	-3.0
O=C(Nc1ccc(Cl)c(C(F)(F)F)c1)[C@@H]1CC=C[C@@H]2CCN(Cc3ccc(Cl)c(Cl)c3)C(=O)[C@@H]21	18.8	-4.9
O=C1c2cccnc2C(=O)N1c1ccc(Cl)cn1	-4.0	/
Ic1ccc(C2CC(c3cccs3)n3nnnc3N2)cc1 (stereo not drawn)	25.0	-5.3
CCC(=O)N1CCCC(COc2ccc(C(=O)NC3CC3)cc2)C1 (stereo not drawn)	5.0	-0.6
O=C(c1ccc2c(c1)OCO2)N1CCC(Cc2ccccc2)CC1	6.0&2.5	-2.6&2.5
O=C1NCCCn2cc(S(=O)(=O)N3CCCC3)cc21	0.1	2.5
COc1cc(/C=C/c2nc(-c3ccccc3O)n(-c3ccccc3)n2)ccc1O	88.0*	-7.6
COc1cc(OC)cc(C(=O)Nc2cc3oc4ccccc4c3cc2OC)c1	-1.3	-16.1
O=C1C(=Nc2ccc(F)cc2)c2ccccc2N1CN1CCCCC1	6.0	-10.3
CCc1ccccc1S(=O)(=O)N1CCC(c2nc(CNC(C)=O)cs2)CC1	5.5	-2.1
O=C(O)CNC(=O)C1C(c2ccccc2)C(C(=O)O)C1c1ccccc1 (stereo not drawn)	-3.9	-2.2
O=C(NCc1ccccc1Cl)C1CCN(c2nc3ccccc3[nH]2)CC1	-2.0	-9.5
N#C/C(=C\c1ccc(I)cc1)c1nc(-c2ccc([N+](=O)[O-])cc2)cs1	5.3	0.0
CCOc1ccc(-c2csc(N)n2)cc1Cl	23.5	-5.3

Compound profiles (already shown).
O=C1C(=Nc2ccc(F)cc2)c2ccccc2N1CN1CCCCC1 reads mHTT CaM bind: 6.0; Pf apPOL block: -10.3
COc1cc(OC)cc(C(=O)Nc2cc3oc4ccccc4c3cc2OC)c1 reads mHTT CaM bind: -1.3; Pf apPOL block: -16.1

Going on with the list:
compound	mHTT CaM bind	Pf apPOL block
COc1c(Cl)cc(Cl)cc1/C=C1\N=C(c2ccccc2)OC1=O	-4.0	1.9
CCN(CC)c1nc(C)nc2sc(C(=O)Nc3cc(Cl)ccc3OC)c(C)c12	-6.0	-0.5
NNC(=O)c1cn2cc(C(F)(F)F)cc(Cl)c2n1	/	-2.6
COc1ccc(N2COc3cc4c(cc3C2)OCO4)cc1	7.0	-8.3
CC(NC(=O)C1c2ccccc2CC(=O)N1C)c1ccccc1 (stereo not drawn)	0.1	0.6
Cc1cc(S(=O)(=O)N2CCCC2c2nc(-c3cccc(Cl)c3)no2)ccc1F (stereo not drawn)	-18.8	-3.3
COc1cccc(C2=NOC(C(=O)Nc3cc(C)ccc3O)C2)c1OC (stereo not drawn)	-2.0	-1.3
Cc1cc(Cl)ccc1OCC(=O)Nc1ccccc1I	-12.6	-4.2
O=C(c1ccco1)N1CCN(C(=O)c2cc3c(s2)CN(C2CC2)C3)CC1	5.9	2.8
CNC(=O)c1ccc2c(c1SCCO)C(=O)c1ccccc1C2=O	4.0	-4.4
Cn1c(-c2ccco2)nn(CN2CCCCC2)c1=S	-2.1	/
CCC(C)c1ccccc1OCCN1CCCC1 (stereo not drawn)	-2.9	6.0
Cc1ccc(NC(=O)c2cc3n(n2)CCCN(Cc2ccc(F)cc2)C3=O)cc1C	0.7	1.8
COc1ccc(COCC(O)CN2CCC(C(N)=O)CC2)cc1 (stereo not drawn)	/	-2.8
C=CCn1c2ccccc2c2nnc(SCC(=O)Nc3ccc(Cl)cc3)nc21	0.3	2.9
O=C(Nc1nc(-c2ccc([N+](=O)[O-])cc2)cs1)c1ccccc1F	0.2	1.1
O=C(CCn1c(=O)c2sccc2n(Cc2cccc([N+](=O)[O-])c2)c1=O)NCc1ccccc1	-4.0	-0.4
COCCN(CCOC)Cc1c(O)ccc2c(-c3cc4ccccc4oc3=O)cc(=O)oc12	-4.0	0.5
CCc1cc(C(=O)N2CCCCC2)nc2cc(-c3cccs3)nn12	-9.2	-4.5
COc1cc(-c2ccc(SCC(=O)NCc3ccc(F)cc3)nn2)cc(OC)c1OC	-2.3	-2.3

Later entries.
compound	mHTT CaM bind	Pf apPOL block
COC(CNC(=O)c1cc(S(=O)(=O)N2CCC3(CC2)OCCO3)ccc1F)OC	2.0	-2.0
CCCCN1CC(COCc2ccccc2)Oc2cccc(Oc3ccc(F)cc3OC)c2S1(=O)=O (stereo not drawn)	-9.8	-1.4
CCOC(=O)Nc1ccncc1[N+](=O)[O-]	2.2	6.7
CCC(C)CNC(=S)Nc1ccc(N2CCN(c3ccc(C(F)(F)F)cn3)CC2)nc1 (stereo not drawn)	/	-7.5
O=C(NCc1ccccn1)c1cn(-c2ccc(Cl)cc2)c(=O)c2ccccc12	5.0	-3.1
COc1ccc(C(=O)Nc2ccc(S(N)(=O)=O)cc2)cc1I	14.0	-2.8
COc1cccc(-c2ncnn2-c2cccc(Cl)c2C)c1OC	-4.0	-9.0
Cc1ccc(N2CCN(C(=O)CC(C)(C)C)C(C)C2=O)cc1Cl (stereo not drawn)	-1.1	-2.3
COc1ccccc1C(=O)Nc1cccn2ncnc12	3.1	7.0
CCCNC(=O)C1CCN(c2nc3ccc(-c4cccs4)nc3s2)CC1	9.4	-0.4
Nc1c(-c2ccccc2)nnn1-c1ccc(Br)cc1	/	-0.2
O=C(c1cn(-c2ccccc2)nc1-c1ccccc1)N1CCCCC1	1.5	-7.8
C/C(=C\c1ccccc1)c1nc(Cc2c(F)cccc2Cl)no1	-22.0	7.9

Part of the list above, with each value named:
COc1cccc(-c2ncnn2-c2cccc(Cl)c2C)c1OC
  mHTT CaM bind = -4.0
  Pf apPOL block = -9.0

Cc1ccc(N2CCN(C(=O)CC(C)(C)C)C(C)C2=O)cc1Cl (stereo not drawn)
  mHTT CaM bind = -1.1
  Pf apPOL block = -2.3

COc1ccccc1C(=O)Nc1cccn2ncnc12
  mHTT CaM bind = 3.1
  Pf apPOL block = 7.0

An excerpt of these results, field by field:
SMILES: CCOC(=O)Nc1ccncc1[N+](=O)[O-]
  mHTT CaM bind: 2.2	Pf apPOL block: 6.7
SMILES: C/C(=C\c1ccccc1)c1nc(Cc2c(F)cccc2Cl)no1
  mHTT CaM bind: -22.0	Pf apPOL block: 7.9
SMILES: Cc1ccc(N2CCN(C(=O)CC(C)(C)C)C(C)C2=O)cc1Cl (stereo not drawn)
  mHTT CaM bind: -1.1	Pf apPOL block: -2.3
SMILES: COC(CNC(=O)c1cc(S(=O)(=O)N2CCC3(CC2)OCCO3)ccc1F)OC
  mHTT CaM bind: 2.0	Pf apPOL block: -2.0

Screening results as filed in PubChem.
